MrgX1 antag – human MrgX1 receptor antagonism, primary screen; Q96LB2; MRGX1-HEK293 calcium flux, Fluo-4, BAM8-22 antagonism; active compounds read low; B-score at 10 µM; 310,000 compounds, 1.3% hits; AID 588676;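 active = calcium-response B-score plate-corrected more than 3 library SD below zero, starting fluorescence within 5 deviations, no agonist response on first addition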;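 also: peak minus trough fluorescence over baseline after final BAM8-22 challenge near maximal dose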
Target sequence (Q96LB2 whole entry, looked up): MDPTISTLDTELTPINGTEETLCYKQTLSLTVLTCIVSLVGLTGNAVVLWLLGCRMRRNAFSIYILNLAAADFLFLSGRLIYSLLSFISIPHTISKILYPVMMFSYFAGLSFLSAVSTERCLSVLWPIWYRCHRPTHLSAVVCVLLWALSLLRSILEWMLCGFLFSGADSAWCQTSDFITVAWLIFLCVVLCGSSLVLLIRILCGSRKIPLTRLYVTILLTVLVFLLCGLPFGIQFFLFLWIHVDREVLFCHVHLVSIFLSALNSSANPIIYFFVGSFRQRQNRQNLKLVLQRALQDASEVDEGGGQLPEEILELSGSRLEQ
TRPC6 activator – activates the mouse TRPC6 cation channel; HEK293-TRPC6 membrane potential dye fluorescence; active compounds read high; B-score at 10 µM; Q61143; 310,000 compounds, 0.13% hits; AID 2550;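 active = B-score of the integrated fluorescence ratio above library mean plus 3 SD, and starting fluorescence ratio within library mean plus 5 SD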;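 also: higher score means more depolarization so channel activation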
MrgX1 PAM – human MrgX1 positive allosteric modulation, primary screen; MrgX1-HEK293, Fluo-4 calcium flux, FDSS; active compounds read high; 310,000 compounds, 0.63% hits; B-score at 10 µM; Q96LB2; AID 588675;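 active = plate-corrected calcium response at least 3 library SD above typical, normal starting fluorescence, not activating the receptor alone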;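 also: compound read alongside a low EC10 to EC30 dose of BAM8-22 agonist; peak minus trough fluorescence over baseline measured at the second addition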
TRPC4 inh – TRPC4 (mouse) channel inhibition | B-score at 10 µM | Q9QUQ5 | AID 2247 | HEK293 TRPC4beta/mu-opioid, DAMGO-evoked Fluo4 calcium flux; active compounds read low | 300,000 compounds, 0.39% hits;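 active = B-score over 3 SD under the library average, no early fluorescence shift, positive overall ratio signal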
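material = TRPC4beta/mu-opioid receptor HEK293 cell line | probe or stimulus = sequential submaximal and maximal DAMGO stimulation | compound dosing = one concentration per compound | measured by = Fluo4 Ca2+ flux fluorescence | evaluation = integrated fluorescence ratio relative to baseline, converted to per-well B score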
TRPC6 inh – blocks the mouse TRPC6 cation channel; B-score at 10 µM; AID 2553; HEK293-TRPC6, membrane potential dye, ACh-evoked depolarization; active compounds read low; 310,000 compounds, 1.1% hits;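 active = B-score under library mean minus 3 SD, initial fluorescence not abnormally high, positive integrated signal ratio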;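 also: B-score derived from integrated fluorescence ratio over the kinetic read; more negative B-score means stronger inhibition of depolarization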
HIF act – HIF pathway transcriptional activation | AID 1910 | activation, % at 7.5 µM (by protocol) | 300,000 compounds, 0.32% hits | U2OS HRE-luciferase reporter, luminescence; normalized: DMSO 0%, desferrioxamine 100%;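 active = mean activation of at least 10% of the iron chelator positive control signal, with at least half of replicates also reaching 10%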
TRPC4 act – TRPC4 (mouse) channel activation; AID 2237; HEK293 TRPC4beta/mu-opioid, Fluo4 calcium fluorescence; active compounds read high; B-score at 10 µM; 310,000 compounds, 0.49% hits; Q9QUQ5;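 active = B-score above 5 SD of library B-scores, and initial fluorescence ratio not above library mean plus 5 SD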;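 also: positive B-score marks a calcium rise read as TRPC4 activation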
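System: HEK293 cells stably co-expressing mouse TRPC4beta and mu-opioid receptor; Schedule: Fluo4 dye loading 45 min at room temperature, 110 s recording; Detection: Fluo4 fluorescence, kinetic; Evaluation: B-scored integrated calcium fluorescence ratio; Controls: buffer (low) and maximal DAMGO (high).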
MrgX1 agonist – human MrgX1 receptor agonism, primary screen. Q96LB2. MrgX1-HEK293 cells, Fluo-4 calcium fluorescence, agonist mode; active compounds read high. B-score at 10 µM. 310,000 compounds, 0.44% hits;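 active = calcium response B-score plate-corrected fluorescence ratio at least 3 library SD, with starting fluorescence B-score inside 5 SD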
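Assay system: MrgX1-expressing HEK293 cells / Amount: fifteen thousand cells per well / Doses: test compound in the initial addition of three / Timing: cells plated overnight, dye loaded 0.5 h 37 °C, 0.5 h room temperature / Technique: kinetic calcium dye fluorescence, Fluo-4 NW / Control set: positive and negative controls per plate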
AI-2 QS mod – Vibrio harveyi AI-2 quorum sensing modulation; Vibrio harveyi JMH597 AI-2 luminescence/OD600 ratio, 9 h; active compounds read low; strain lacks LuxN and CqsS sensors; 0 = neutral-control median; activity change, % at 7.5 µM; 300,000 compounds, 0.4% hits; in the data active = activity change below about -75%, passing the limit was not always enough;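 also: luminescence divided by OD600 gain over 9 h not by final OD600 alone; inactives centre near 13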
TRPC4 potent – TRPC4 (mouse) allosteric potentiation. Q9QUQ5. HEK293 TRPC4beta/mu-opioid, DAMGO EC20, Fluo-4 Ca2+ flux; active compounds read high. B-score at 10 µM. 310,000 compounds, 0.42% hits. AID 2227;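 active = B-score of calcium response area above 5 SD of library B-scores, with initial fluorescence ratio within 5 SD of library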;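 also: B-score of integrated fluorescence ratio over time as area under calcium response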
PolyA inhibitor – inhibitors of polyadenylation in S. cerevisiae. S. cerevisiae SKY197-pL101 polyadenylation reporter, beta-gal luminescence; efflux-impaired pdr1/pdr3 knockout yeast; score 100 = 6 SD above DMSO. calls only at 12 µM. 300,000 compounds, 0.02% hits;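 active = lowest replicate activity score at least 50, where 100 means six control SD above control mean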;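 also: yeast exposed to compound for 9 h at 30 °C; higher score means more reporter readthrough which indicates perturbed polyadenylation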
The depositor's hits bear a star. This is a subset (hit frequency here may not be typical).

Results for CCOc1ccc(NC(=O)CN2CCN(CC(=O)c3ccc(OCC)cc3)CC2)cc1 ?
TRPC6 activator: inactive; TRPC4 inh: inactive; TRPC6 inh: inactive; HIF act: -0.5; TRPC4 act: inactive; AI-2 QS mod: 26; TRPC4 potent: inactive; PolyA inhibitor: inactive

Results for Cn1c(C2=C(O)CN(Cc3ccccc3)C2=N)nc2ccccc21 ?
MrgX1 antag: inactive; TRPC6 activator: inactive; MrgX1 PAM: inactive; TRPC4 inh: inactive; TRPC6 inh: inactive; HIF act: 1.1; TRPC4 act: inactive; MrgX1 agonist: inactive; AI-2 QS mod: 17; TRPC4 potent: inactive; PolyA inhibitor: inactive

How did O=c1n(-c2ccccc2)c(=O)n2n1CCC2 do in these assays?
MrgX1 antag: inactive; TRPC6 activator: inactive; MrgX1 PAM: inactive; TRPC4 inh: inactive; TRPC6 inh: inactive; HIF act: 0.0; TRPC4 act: inactive; MrgX1 agonist: inactive; AI-2 QS mod: 4; TRPC4 potent: inactive; PolyA inhibitor: inactive

Results for Cc1ccc(/C=N/NC(=O)C(C)Oc2cccc3ccccc23)o1 (stereo not drawn) ?
MrgX1 antag: inactive; TRPC6 activator: inactive; MrgX1 PAM: inactive; TRPC4 inh: inactive; TRPC6 inh: inactive; HIF act: -0.2; TRPC4 act: inactive; MrgX1 agonist: inactive; AI-2 QS mod: 11; TRPC4 potent: inactive; PolyA inhibitor: inactive

How did COc1cccc(NC(=S)Nc2ccc(Br)cc2Cl)c1 do in these assays?
MrgX1 antag: inactive; TRPC6 activator: inactive; MrgX1 PAM: inactive; TRPC4 inh: inactive; TRPC6 inh: inactive; HIF act: 1.6; TRPC4 act: inactive; MrgX1 agonist: inactive; AI-2 QS mod: 9; TRPC4 potent: inactive; PolyA inhibitor: inactive

How did Cc1ccc(NC(=O)Nc2nnc(-c3ccccc3)o2)cc1 do in these assays?
MrgX1 antag: inactive; TRPC6 activator: inactive; MrgX1 PAM: inactive; TRPC4 inh: inactive; TRPC6 inh: inactive; HIF act: 1.2; TRPC4 act: inactive; MrgX1 agonist: inactive; AI-2 QS mod: 18; TRPC4 potent: inactive; PolyA inhibitor: inactive

What do the screens show for `CC(C)(CO)NC(=O)C12CC3CC(CC(Br)(C3)C1)C2`?
MrgX1 antag: inactive; TRPC6 activator: inactive; MrgX1 PAM: inactive; TRPC4 inh: inactive; TRPC6 inh: inactive; HIF act: -0.8; TRPC4 act: inactive; MrgX1 agonist: inactive; AI-2 QS mod: 6; TRPC4 potent: inactive; PolyA inhibitor: inactive

How did CCOC(=O)C1(CC2CCCCO2)CCN(S(=O)(=O)c2cccc(F)c2)CC1 (stereo not drawn) do in these assays?
MrgX1 antag: inactive; TRPC6 activator: inactive; MrgX1 PAM: inactive; TRPC4 inh: inactive; TRPC6 inh: inactive; HIF act: -0.9; TRPC4 act: inactive; MrgX1 agonist: inactive; AI-2 QS mod: 5; TRPC4 potent: inactive; PolyA inhibitor: inactive

What do the screens show for `Cc1ccc2c(c1)cc(CN(Cc1ccc3c(c1)OCO3)S(=O)(=O)c1ccccc1)c1nnnn12`?
MrgX1 antag: -4.5*; TRPC6 activator: inactive; MrgX1 PAM: inactive; TRPC4 inh: inactive; TRPC6 inh: inactive; HIF act: -0.2; TRPC4 act: inactive; MrgX1 agonist: inactive; AI-2 QS mod: 25; TRPC4 potent: inactive; PolyA inhibitor: inactive

How did Cc1ccccc1NC(=O)C(=O)NCC1CCCN1S(=O)(=O)c1cccs1 (stereo not drawn) do in these assays?
MrgX1 antag: inactive; TRPC6 activator: inactive; MrgX1 PAM: inactive; TRPC4 inh: inactive; TRPC6 inh: inactive; HIF act: 0.8; TRPC4 act: inactive; MrgX1 agonist: inactive; AI-2 QS mod: 5; TRPC4 potent: inactive; PolyA inhibitor: inactive

Results for COc1cccc(NC(=O)CCS(=O)(=O)c2ccc(Br)cc2)c1 ?
MrgX1 antag: inactive; TRPC6 activator: inactive; MrgX1 PAM: inactive; TRPC4 inh: inactive; TRPC6 inh: inactive; HIF act: -6.4; TRPC4 act: inactive; MrgX1 agonist: inactive; AI-2 QS mod: 45; TRPC4 potent: inactive; PolyA inhibitor: inactive

What do the screens show for `Oc1ccc(C=Nc2cccc3ccccc23)c(O)c1`?
MrgX1 antag: inactive; TRPC6 activator: inactive; MrgX1 PAM: inactive; TRPC4 inh: inactive; TRPC6 inh: inactive; HIF act: -0.9; TRPC4 act: inactive; MrgX1 agonist: inactive; AI-2 QS mod: 14; TRPC4 potent: inactive; PolyA inhibitor: inactive

What do the screens show for `CC1CN(c2ccc(Oc3ccccc3)cc2)c2nc3c(c(=O)n(CC(N)=O)c(=O)n3C)n2C1` (stereo not drawn)?
MrgX1 antag: inactive; TRPC6 activator: inactive; MrgX1 PAM: inactive; TRPC4 inh: inactive; TRPC6 inh: inactive; HIF act: -0.4; TRPC4 act: inactive; MrgX1 agonist: inactive; AI-2 QS mod: 32; TRPC4 potent: inactive; PolyA inhibitor: inactive

What do the screens show for `C=CCNC(=O)c1ccc(CN(c2ccc(OCC)cc2)S(=O)(=O)c2ccc(C)cc2)cc1`?
MrgX1 antag: inactive; TRPC6 activator: inactive; MrgX1 PAM: inactive; TRPC4 inh: inactive; TRPC6 inh: inactive; HIF act: -0.7; TRPC4 act: inactive; MrgX1 agonist: inactive; AI-2 QS mod: 1; TRPC4 potent: inactive; PolyA inhibitor: inactive

How did CCOC(=O)N1CCN(C(=O)CCCn2c(=O)[nH]c3ccccc3c2=O)CC1 do in these assays?
MrgX1 antag: -7.4*; TRPC6 activator: inactive; MrgX1 PAM: inactive; TRPC4 inh: inactive; TRPC6 inh: inactive; HIF act: 0.1; TRPC4 act: inactive; MrgX1 agonist: inactive; AI-2 QS mod: 22; TRPC4 potent: inactive; PolyA inhibitor: inactive

What do the screens show for `O=C(c1ccc2c(c1)OCCO2)C1CCN(S(=O)(=O)c2cccc(F)c2)CC1`?
MrgX1 antag: inactive; TRPC6 activator: inactive; MrgX1 PAM: inactive; TRPC4 inh: inactive; TRPC6 inh: inactive; HIF act: -0.2; TRPC4 act: inactive; MrgX1 agonist: inactive; AI-2 QS mod: 12; TRPC4 potent: inactive; PolyA inhibitor: inactive

How did COc1ccc(NC(=O)c2ccc(NC(=O)CN(C)CC(=O)Nc3c(C)cccc3C)cc2)cc1 do in these assays?
MrgX1 antag: inactive; TRPC6 activator: inactive; MrgX1 PAM: inactive; TRPC4 inh: inactive; TRPC6 inh: inactive; HIF act: -0.5; TRPC4 act: inactive; MrgX1 agonist: inactive; AI-2 QS mod: 0; TRPC4 potent: inactive; PolyA inhibitor: inactive

Results for CCOc1ncccc1C(=O)OCC(=O)c1ccc(F)cc1 ?
MrgX1 antag: inactive; TRPC6 activator: inactive; MrgX1 PAM: inactive; TRPC4 inh: inactive; TRPC6 inh: inactive; HIF act: 0.2; TRPC4 act: inactive; MrgX1 agonist: inactive; AI-2 QS mod: -10; TRPC4 potent: inactive; PolyA inhibitor: inactive

How did CC(=O)Nc1ccc(-c2ccccc2)s1 do in these assays?
MrgX1 antag: inactive; TRPC6 activator: inactive; MrgX1 PAM: inactive; TRPC4 inh: inactive; TRPC6 inh: inactive; HIF act: -0.7; TRPC4 act: inactive; MrgX1 agonist: inactive; AI-2 QS mod: 38; TRPC4 potent: inactive; PolyA inhibitor: inactive

What do the screens show for `CCOC(=O)N/C(N)=N/c1nc2ccccc2s1`?
MrgX1 antag: -7.7*; TRPC6 activator: inactive; MrgX1 PAM: inactive; TRPC4 inh: inactive; TRPC6 inh: inactive; HIF act: 2.0; TRPC4 act: inactive; MrgX1 agonist: inactive; AI-2 QS mod: 6; TRPC4 potent: inactive; PolyA inhibitor: inactive

Results for CC(C)C1N(C(=O)N2CCOCC2)CCN1S(=O)(=O)c1ccccc1 (stereo not drawn) ?
MrgX1 antag: inactive; TRPC6 activator: inactive; MrgX1 PAM: inactive; TRPC4 inh: inactive; TRPC6 inh: inactive; HIF act: 0.2; TRPC4 act: inactive; MrgX1 agonist: inactive; AI-2 QS mod: 21; TRPC4 potent: inactive; PolyA inhibitor: inactive

What do the screens show for `CSc1nc(C)cc(-c2cc(C(=O)Nc3ccccc3)on2)n1`?
MrgX1 antag: inactive; TRPC6 activator: inactive; MrgX1 PAM: inactive; TRPC4 inh: inactive; TRPC6 inh: inactive; HIF act: -1.0; TRPC4 act: inactive; MrgX1 agonist: inactive; AI-2 QS mod: 22; TRPC4 potent: inactive; PolyA inhibitor: inactive

What do the screens show for `O=C(O)C(Cc1c[nH]c2ccccc12)NS(=O)(=O)c1ccc(Br)cc1` (stereo not drawn)?
MrgX1 antag: inactive; TRPC6 activator: inactive; MrgX1 PAM: inactive; TRPC4 inh: inactive; TRPC6 inh: inactive; HIF act: 0.2; TRPC4 act: inactive; MrgX1 agonist: inactive; AI-2 QS mod: 6; TRPC4 potent: inactive; PolyA inhibitor: inactive

What do the screens show for `CN(Cc1ccc(F)cc1)C(=O)c1cc(COc2ccc(-n3cncn3)cc2)on1`?
MrgX1 antag: inactive; TRPC6 activator: inactive; MrgX1 PAM: inactive; TRPC4 inh: inactive; TRPC6 inh: inactive; HIF act: 0.0; TRPC4 act: inactive; MrgX1 agonist: inactive; AI-2 QS mod: 21; TRPC4 potent: inactive; PolyA inhibitor: inactive

How did CCCOc1ccc(N2C(=O)CC(N3CCOCC3)C2=O)cc1 (stereo not drawn) do in these assays?
MrgX1 antag: inactive; TRPC6 activator: inactive; MrgX1 PAM: inactive; TRPC4 inh: inactive; TRPC6 inh: inactive; HIF act: -0.2; TRPC4 act: inactive; MrgX1 agonist: inactive; AI-2 QS mod: 17; TRPC4 potent: inactive; PolyA inhibitor: inactive

What do the screens show for `Cc1cc(C)c(NC(=S)N(CCCN2CCOCC2)Cc2cccnc2)c(C)c1`?
MrgX1 antag: inactive; TRPC6 activator: inactive; MrgX1 PAM: inactive; TRPC4 inh: inactive; TRPC6 inh: inactive; HIF act: 0.0; TRPC4 act: inactive; MrgX1 agonist: inactive; AI-2 QS mod: -8; TRPC4 potent: inactive; PolyA inhibitor: inactive
